Compound activity: PubChem, The Scripps Research Institute Molecular Screening Center
PAFAH1B2 FP inh = PAFAH1B2 (human) inhibition; P68402; recombinant PAFAH1B2, FP-rhodamine activity probe, fluorescence polarization; inhibition, % at 3.39 µM; actives 1.2% (n = 340,000);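 active = inhibition above the mean of all tested compounds plus 3 SD, cut at about 24% in these data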;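 also: 0% = enzyme with DMSO and 100% = wells lacking PAFAH1B2; many of its hits are not listed in these tables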
PREPL inh = inhibitors of human prolyl oligopeptidase-like enzyme PREPL; Q4J6C6; recombinant PREPL, fluorescence polarization activity-based probe; inhibition, % at 5.96 µM; actives 0.68% (n = 320,000); in the data active = inhibition above about 43%;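 also: 0% = enzyme with DMSO and 100% = wells lacking enzyme; many of its hits are not listed in these tables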
EBNA-1 inh = blocks EBNA-1 binding to DNA | EBNA-1 DNA binding, fluorescence polarization | inhibition, % at 14.8 µM | actives 0.34% (n = 300,000) | AID 1950; in the data active = inhibition above about 28%
ZTA DNA inh = blocks Epstein-Barr virus ZTA, an EBNA-1 counter-screen; ZTA-DNA binding, fluorescence polarization; inhibition, % at 11 µM; actives 0.15% (n = 320,000); AID 2234; in the data active = inhibition above about 33%
LYPLA1 inh = counter-screen for PME1 inhibitors: inhibitors of human LYPLA1; inhibition, % at 5.9 µM; actives 0.16% (n = 320,000); O75608; recombinant LYPLA1, FP-Rh probe fluorescence polarization; AID 2174;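 active = inhibition above the mean of all tested compounds plus 3 SD, set per campaign, cut at about 14% in these data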;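 also: inhibitors block serine hydrolase probe labeling of LYPLA1 so polarization falls; 0% = enzyme with DMSO and 100% = wells lacking LYPLA1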
pPAFAH inh = inhibitors of human plasma PAF acetylhydrolase (pPAFAH). Q13093. recombinant pPAFAH, FP-rhodamine probe fluorescence polarization. inhibition, % at 3.39 µM. actives 1.5% (n = 330,000);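 active = inhibition above the mean inhibition across the screen plus 3 SD, cut at about 25% in these data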;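 also: inhibitors block binding of the rhodamine activity-based probe so polarization drops; 0% = enzyme with DMSO and 100% = wells lacking pPAFAH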
PAFAH2 FP inh = PAFAH2 (human) inhibition; recombinant PAFAH2, FP-rhodamine activity probe, fluorescence polarization; inhibition, % at 3.39 µM; actives 0.99% (n = 340,000); AID 492956;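 active = inhibition above the mean over all tested compounds plus 3 SD, cut at about 30% in these data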;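 also: inhibitors block probe labeling of enzyme so polarization drops; 0% = enzyme with DMSO and 100% = wells lacking PAFAH2 protein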
PAFAH1B3 FP inh = blocks human PAF acetylhydrolase 1B catalytic subunit 3; Q15102; recombinant PAFAH1B3, FP-rhodamine probe, fluorescence polarization; inhibition, % at 3.39 µM; actives 0.28% (n = 340,000); AID 492972;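 active = inhibition above the screen-wide average of all tested compounds plus 3 SD, cut at about 25% in these data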;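 also: 0% = enzyme with DMSO only and 100% = wells lacking PAFAH1B3 protein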
LYPLA2 counter = LYPLA2 (human) inhibition in PME1 counter-screen; inhibition, % at 5.9 µM; recombinant LYPLA2, FP-Rh probe fluorescence polarization; actives 0.38% (n = 320,000); O95372;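 active = inhibition above the screen-wide mean plus 3 SD, limit set per campaign, cut at about 26% in these data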;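 also: 0% = LYPLA2 with DMSO and 100% = wells lacking LYPLA2 enzyme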
An asterisk follows results filed as active; nt = no result given. The list is partial, so the mix of outcomes need not match the whole.

SMILES | PAFAH1B2 FP inh | PREPL inh | EBNA-1 inh | ZTA DNA inh | LYPLA1 inh | pPAFAH inh | PAFAH2 FP inh | PAFAH1B3 FP inh | LYPLA2 counter
O=C1OC(CO)CN1Cc1ccccc1 (stereo unspecified) | 12 | -1 | -6 | 3 | 0 | 2 | 6 | 8 | -6
COc1ccc(Cn2nnnc2C(c2cccnc2)N2CCN(c3ccc(O)cc3)CC2)cc1 (stereo unspecified) | 7 | 36 | -4 | -5 | 6 | 13 | 2 | 14 | 3
Fc1ccc(NC(=S)N2CCCC2)cc1Cl | -4 | -19 | -2 | 0 | -4 | -5 | -1 | 2 | -7
CCCCN(Cc1ccccc1)S(=O)(=O)c1c(N)n(C)c(=O)n(C)c1=O | 1 | -6 | -1 | -10 | 7 | 2 | -2 | 5 | 0
O=C(O)Cn1cnc2sc3c(c2c1=O)CCCC3 | 2 | 7 | -16 | -4 | 0 | 0 | -6 | -2 | -6
Cc1ccc2c(CC(=O)N3CCN(S(=O)(=O)c4ccc5c(c4)OCCO5)CC3)coc2c1 | 6 | 17 | 2 | 2 | -1 | 5 | -2 | -2 | 9
Oc1ccccc1C(=S)N1CCCCC1 | 1 | 27 | -1 | -2 | 2 | -10 | -1 | 3 | 1
CCC(=O)N1CCc2cc(S(=O)(=O)NCCCN3CCN(Cc4ccccc4)CC3)ccc21 | 0 | 8 | 5 | 0 | -2 | 5 | -1 | 1 | 13
Cc1c(C(=O)NNC(=O)c2csc(N3CCOCC3)n2)oc2ccccc12 | 4 | 3 | nt | 8 | 1 | 12 | 1 | 1 | 1
CN(C)CC(O)CN1C(=O)N(CN2C(=O)N(CC(O)CN(C)C)C(=O)C2(C)C)C(C)(C)C1=O (stereo unspecified) | nt | -7 | 2 | 0 | -1 | 2 | nt | nt | -2
CCc1nnc(NC(=O)c2ccncc2)s1 | 6 | -5 | 10 | -2 | 0 | 2 | -1 | 6 | -3
Cc1onc(-c2ccccc2)c1C(=O)N/N=C/c1ccccc1OC(C)C | 4 | 3 | 2 | -11 | -2 | 0 | -9 | 7 | 2
Cc1[nH][nH]c(=O)c1N=Nc1ccc(Cl)cc1 | 0 | 10 | -5 | -21 | -1 | 3 | 2 | 11 | 2
CN(Cc1ccon1)C(=O)c1ccc2nc(Cc3cccc(Cl)c3)oc2c1 | -8 | 15 | 6 | -27 | 3 | 7 | -3 | 12 | 8
COc1cc(C(=O)Nc2c(C)cc(C)cc2C)c([N+](=O)[O-])cc1OC | 0 | 15 | -8 | -21 | -2 | -1 | 2 | 0 | -13
CCCCN(C)C(=O)C1CCC(CNS(=O)(=O)c2ccc3c(c2)CC(C)N3C(=O)C2CC2)CC1 (stereo unspecified) | 6 | 1 | -13 | 3 | -1 | 12 | -1 | 6 | 11
O=C(NC1CCCCCC1)c1cc(-c2ccccn2)nc2ccccc12 | 2 | -6 | 16 | -2 | -1 | 20 | 0 | -5 | -2
CC(C)(C)[C@]1(O)CCN2C[C@H]3c4ccccc4CCc4cccc(c43)[C@@H]2C1 | 0 | -25 | 0 | 12 | 0 | 2 | 2 | 12 | 0
CCOC(=O)/C(=N\Nc1cc(C(F)(F)F)ccc1Cl)N(CC)CC | 5 | -11 | -4 | -15 | 2 | 3 | 3 | 0 | 3
C=CCN1C(=O)C(CC(=O)Nc2ccc(OCCC)cc2)N(CCCN2CCN(Cc3ccccc3)CC2)C1=S (stereo unspecified) | 1 | -2 | -8 | -1 | 0 | 1 | -1 | 11 | 2
COCCNC(=S)Nc1ccc2nsnc2c1 | 19 | 3 | -2 | -2 | -1 | 1 | 20 | 69* | 1
Cc1cc(C)cc(NC(=O)NN2C(C)CCCC2C)c1 (stereo unspecified) | 0 | -2 | 2 | 6 | 1 | 8 | -3 | 0 | -1
O=C(NCc1ccccc1)c1ccc(S(=O)(=O)C(F)F)cc1 | -2 | 12 | 16 | -14 | 3 | -2 | 5 | 9 | 4
CSc1nc(C(C)C)ccc1CNC(=O)CC(C)c1ccccc1 (stereo unspecified) | 5 | 3 | 1 | -11 | 3 | 9 | -2 | 4 | 6
O=C(CSc1ccc(-c2ccc(Cl)cc2)nn1)N1CCCc2ccccc21 | -3 | -24 | 10 | -2 | -3 | 1 | 10 | 1 | 1
SMILES | PAFAH1B2 FP inh | PREPL inh | EBNA-1 inh | ZTA DNA inh | LYPLA1 inh | pPAFAH inh | PAFAH2 FP inh | PAFAH1B3 FP inh | LYPLA2 counter
COc1ccccc1CCNS(=O)(=O)c1cn(C)c(=O)n(C)c1=O | -1 | 0 | -5 | -7 | 1 | 4 | -3 | -1 | 5
CC(N=C1NS(=O)(=O)c2ccccc21)C(=O)N1CCc2ccccc2C1 (stereo unspecified) | 5 | -6 | 5 | 16 | 0 | -2 | 4 | -1 | 3
CCOC(=O)C1(CC2CC2)CCN(Cc2cnc(N(C)C)s2)CC1 | 0 | 1 | -3 | 3 | -1 | 4 | 0 | 3 | 1
CCOC(=O)C(=Cc1cn(C)c2ccc(S(=O)(=O)N(C)C)cc12)C(=O)OCC | 0 | -1 | 3 | 11 | 2 | 3 | 0 | 9 | -6
O=C(Cn1cnc2ccc(Cl)cc2c1=O)c1cccs1 | 4 | -4 | 4 | 9 | 0 | 6 | -5 | 2 | 12
Cc1nc2c(C)cccc2cc1C(=O)N/N=C/c1ccc(C(=O)O)cc1 | nt | -7 | -9 | -13 | -3 | 5 | nt | nt | -3
Cc1cc(C)c2nc(NC(=O)c3cc(C)on3)sc2c1 | 8 | 3 | -2 | 5 | 1 | 3 | 6 | 9 | 2
CCOC(=O)c1cc(C#N)c(Nc2ccc(C)cc2)nc1C(F)(F)F | -2 | 0 | -6 | 0 | -2 | 2 | -1 | 4 | -2
CCOC(=O)Cn1c(=O)oc2cc(S(=O)(=O)N3CCCC(C)C3)ccc21 (stereo unspecified) | 2 | 14 | 11 | 0 | 4 | 3 | -6 | 8 | 6
Cc1ccc(S(=O)(=O)N(C)C)cc1NC(=S)Nc1ccc2cn[nH]c2c1 | 5 | -1 | 1 | 12 | 2 | 2 | 6 | 5 | 2
CCOC(=O)c1c(C2CC2)csc1NC(=O)COC(=O)c1cc(OC)c(OC)cc1[N+](=O)[O-] | -1 | -1 | -5 | -11 | -5 | 4 | -2 | 7 | -4
CC(C)c1nc(NCCO)c(C#N)c2c1CCCC2 | 2 | 16 | 0 | -4 | 0 | 8 | 5 | 1 | 0
O=C(C1CCN(S(=O)(=O)c2cccc3nsnc23)CC1)N1CCN(c2ccccc2F)CC1 | 3 | 13 | 11 | 10 | 2 | 3 | 7 | 8 | -2
CCC1CCCCN1CCCNC(=O)CN1C(=O)COc2ccc(S(=O)(=O)N3CCOCC3)cc21 (stereo unspecified) | -3 | 0 | -1 | 2 | 0 | 6 | 10 | 2 | 0
O=C(c1cc2cc(Cl)ccc2[nH]1)N1CCN(c2ccc(F)cc2)CC1 | 1 | 2 | -5 | 11 | -1 | -2 | -1 | -7 | 10
O=C(CC1S/C(=N/N=C/c2cccs2)NC1=O)Nc1ccccc1F (stereo unspecified) | 6 | -6 | 15 | -3 | 0 | 4 | 8 | 8 | 1
O=c1[nH]c(C2CCN(S(=O)(=O)c3ccc(C(F)(F)F)cc3)CC2)nc2c1nnn2Cc1ccccc1 | 8 | -1 | -5 | 5 | -3 | 2 | 5 | 3 | 2
COC(=O)c1c(N(S(C)(=O)=O)S(C)(=O)=O)sc2c1CCN(c1ncc(C(F)(F)F)cc1Cl)C2 | 0 | 7 | -13 | -7 | 1 | 0 | 1 | 0 | 7
COc1cccc(NCc2nnc(SCC(=O)NC3CCS(=O)(=O)C3)n2C2CCCCC2)c1 (stereo unspecified) | 2 | 22 | -5 | 8 | 1 | -2 | 3 | 4 | -2
CS(=O)(=O)N(CC(=O)NCC1CCCO1)c1cc(Cl)cc(Cl)c1 (stereo unspecified) | -6 | 1 | 6 | -8 | 3 | -1 | -5 | 1 | 7
COCc1ccc(CN2CCCC(CCC(=O)NCc3ccc(C)o3)C2)o1 (stereo unspecified) | 3 | -2 | 2 | -3 | 0 | -3 | 4 | 16 | 5
O=S(=O)(c1ccc(F)cc1)N1CCN(C(=S)NCc2ccccc2)CC1 | 1 | 18 | 0 | -20 | 8 | 2 | -2 | 3 | 8
CC(C)n1nc(C(=O)NCc2ccc3c(c2)OCO3)c2ccccc2c1=O | 8 | 21 | 5 | -5 | 4 | -2 | 2 | 9 | 4
O=C(CN(C1CCCCC1)S(=O)(=O)c1ccccc1)NCc1ccco1 | 0 | 15 | -10 | 4 | 1 | -1 | 4 | 2 | -5
CCc1ccc(S(=O)(=O)Nc2nnc(N)s2)cc1 | -2 | -6 | 1 | 13 | -1 | 1 | -2 | 2 | 8

Some of these compounds in order of the PAFAH2 FP inh value, low to high.
| compound | PAFAH2 FP inh |
| --- | --- |
| Cc1onc(-c2ccccc2)c1C(=O)N/N=C/c1ccccc1OC(C)C | -9 |
| CCOC(=O)C1(CC2CC2)CCN(Cc2cnc(N(C)C)s2)CC1 | 0 |
| O=c1[nH]c(C2CCN(S(=O)(=O)c3ccc(C(F)(F)F)cc3)CC2)nc2c1nnn2Cc1ccccc1 | 5 |

Continued.
SMILES | PAFAH1B2 FP inh | PREPL inh | EBNA-1 inh | ZTA DNA inh | LYPLA1 inh | pPAFAH inh | PAFAH2 FP inh | PAFAH1B3 FP inh | LYPLA2 counter
CC(CCc1ccccc1)NC(=O)CN1CCN(Cc2ccc(Cl)cc2)C1=O (stereo unspecified) | 2 | 7 | -7 | -9 | 5 | -3 | 4 | -1 | 5
CC(C)(C)n1nnnc1C(c1ccncc1)N1CCCCCC1 (stereo unspecified) | 0 | -6 | -6 | 7 | 1 | -1 | 5 | 5 | -1
CCCCOc1ccc(OCCNS(=O)(=O)N(C)C)cc1 | 2 | 22 | -3 | 11 | -1 | 5 | 0 | 4 | -2
CCC(=O)NC(=S)Nc1ccc(NC(=O)COc2ccc(Cl)c(C)c2)cc1 | -5 | -40 | 14 | 10 | -12 | -1 | -26 | -8 | -18
CCOCCCNC(=O)CN1C(=O)CSc2cc(S(=O)(=O)N3CCCCCC3)ccc21 | 1 | -5 | -3 | 23 | 2 | 0 | 2 | 6 | -5
CCCS(=O)(=O)N1CCc2cc(OC)c(OC)cc2C1 | 2 | 3 | -18 | 23 | -2 | 4 | -7 | 3 | 1
Cc1ccc2nc(SCn3nnc4ccccc4c3=O)[nH]c2c1 | 1 | -4 | 4 | 10 | 1 | -2 | -6 | 5 | 1
Cc1ccc(-c2n[nH]c(=S)c3ccccc23)cc1 | 8 | -5 | 17 | 1 | 1 | 1 | 4 | 10 | -2
O=C(COc1cccnc1[N+](=O)[O-])Nc1ccc2c(c1)OCO2 | 5 | 8 | 2 | 5 | 2 | 7 | -13 | 15 | 8
CCOC(=O)C(C(=O)OCC)C(C[N+](=O)[O-])c1ccccc1 (stereo unspecified) | 4 | 1 | -8 | 1 | -1 | 1 | -3 | -3 | 4
CC(=O)N(CCc1cccc(C)c1)Cc1cc2cc(C)ccc2[nH]c1=O | 5 | -6 | 2 | 6 | -3 | -6 | 5 | -4 | -5
CCCn1c(N)c(C(=O)COC(=O)c2cccc(S(=O)(=O)N3CCOCC3)c2)c(=O)[nH]c1=O | -2 | -2 | nt | -6 | 2 | -8 | 6 | -7 | 4
Cc1ccccc1NC(=O)C1CCN(C(=O)N2CCOc3ccccc32)CC1 | 5 | 5 | -4 | 20 | -2 | 3 | -10 | 4 | 1
COc1ccccc1-c1cc2nc(C)cc(C)n2n1 | nt | 4 | -1 | 2 | -2 | -2 | nt | nt | -4
O=C(Nc1cccc(C(=O)O)c1)/C(=C\c1ccc2c(c1)OCO2)NC(=O)c1ccco1 | 2 | -5 | 3 | 3 | 1 | -1 | -3 | 8 | 0
